# HT1080 cytotoxicity: cytotoxicity in HT1080 fibrosarcoma cells, cell-based, fluorescence readout (AID 620); cytotoxicity, % at 10 µM, or EC50 in µM where a hit was titrated; HT1080 viability, fluorescence; higher % means a stronger effect; 0.42% of 87,000 active;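 note: cells exposed to compound overnight then 4 h with Alamar Blue; 0% = vehicle DMSO and 100% = killing control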
# KRASV12 cytotoxicity: viability loss of HPDE-C7K cells – cell-based, fluorescence, HTS, primary screen (AID 431); HPDE-C7K KRASV12 cells, Alamar Blue viability, 48 h; higher % means a stronger effect; one-dose cytotoxicity, % at 10 µM; EC50 in µM for titrated hits; 1.7% of 63,000 active;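 active = compounds whose percent cytotoxicity in the single-dose primary screen, scaled between solvent and toxic-drug controls, exceeds 50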;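 note: 0% = DMSO solvent wells and 100% = doxorubicin-treated wells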
# PMK inhibit: blocks S. pneumoniae phosphomevalonate kinase. purified PMK, PK/LDH-coupled NADH absorbance 340 nm. inhibition, % at 10 µM. 0.49% of 65,000 active;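 active = top-ranked compounds by inhibition in the single 10 µM screen, taking a fixed number of the strongest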;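 note: 0% = full reaction with DMSO carrier and 100% = background rate without enzyme reaction; no value below 0 was filed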
# LYP phosphatase: inhibition of human PTPN22 tyrosine phosphatase – biochemical, DiFMUP fluorescence, recombinant catalytic domain, 10 µM, primary screen (AID 606); one-dose inhibition, % at 10 µM; IC50 in µM for titrated hits; recombinant LYP catalytic domain, DiFMUP fluorescence; higher % means a stronger effect; 52,000 tested, under 10 active;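 active = IC50 under 40 µM in the dose-response test; inactive = IC50 of 40 µM or more, or never dose-tested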
# HPDE-C7 viability: cytotoxicity in HPDE-C7 cells, cell-based, fluorescence, HTS (AID 430) | HPDE-C7 pancreatic duct cells viability, fluorescence; higher % means a stronger effect | cytotoxicity, % at 10 µM; hits with a dose series show EC50 in µM | 1.8% of 63,000 active;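 note: cells exposed to compound for 48 hours before viability readout; 0% = vehicle and 100% = reference cytotoxic drug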
# MK inhibit: inhibitors of Streptococcus pneumoniae mevalonate kinase; purified MK, PK/LDH-coupled NADH absorbance 340 nm; 0.48% of 65,000 active; inhibition, % at 10 µM;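 active = ranked among the strongest by inhibition in the single 10 µM screen, a fixed top-ranked set picked for dose follow-up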; note: no value below 0 was filed
# TNAP inhibition: human TNAP enzyme inhibitors, biochemical, luminescent (AID 518); purified TNAP enzyme, luminescent substrate readout; higher % means a stronger effect; one-dose inhibition, % at 20 µM; IC50 in µM for titrated hits; 0.09% of 64,000 active; in the data active = a potency from the dose series; inactive = the rest, 99 in 100 with inhibition below about 22%;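 note: plate controls were vehicle for no effect and reference inhibitor for full effect; many of its hits are not listed in these tables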
# Spn DPM-DC inh: inhibitors of Streptococcus pneumoniae diphosphomevalonate decarboxylase; calls only at 10 µM; 0.49% of 65,000 active; AID 556; purified DPM-DC, PK/LDH coupled NADH fluorescence;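 active = the 320 compounds with the highest percent inhibition in the single-dose primary screen, excluding strongly autofluorescent ones, cut at about 32% in these data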;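 note: kinetic rate of NADH fluorescence loss reporting ADP formed by the decarboxylase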
# Bfl-1 displacement: Bfl-1 inhibitors, primary screen, biochemical, fluorescence polarization, FITC-Bid, mouse (AID 432) | 0.02% of 64,000 active | FITC-Bid BH3 peptide fluorescence polarization displacement; higher % means a stronger effect | displacement, % at 20 µM, or IC50 in µM where a hit was titrated; in the data active = a potency from the dose series; inactive = the rest, 99 in 100 with displacement below about 15%; note: strong numbers were not always called active
# PMK inhibit pilot replicates: recorded beside PMK inhibit, whose call it bears; inhibition, %; measured here: pilot screen replicates
# MK inhibit pilot replicates: further read-out of MK inhibit, marked with its call; inhibition, %; measured here: pilot screen replicates
# Spn DPM-DC inh pilot screen %: recorded beside Spn DPM-DC inh, whose call it bears; inhibition, %; measured here: pilot screen trials
# * hit, by the source's call; i = inactive; x = no result given. Cut-off read from the data, not from the text of the source, unless noted: active = cytotoxicity above about 50%; inactive = the rest. Rows were taken by chance; any-hit rate near 3.6%.
SMILES,HT1080 cytotoxicity,KRASV12 cytotoxicity,PMK inhibit,LYP phosphatase,HPDE-C7 viability,MK inhibit,TNAP inhibition,Spn DPM-DC inh,Bfl-1 displacement,others
COc1ccccc1-n1cnnc1SCC(=O)N1CCN(S(=O)(=O)c2ccccc2)CC1,-10%,5%,16,x,2%,0,12%,i,-9%,
N#Cc1c(-c2ccco2)cc(-c2cccnc2)nc1N,13%,x,17,x,x,7,16%,x,-7%,
CSc1ccc(S(=O)(=O)Nc2ccc(F)cc2)cc1,6%,12%,4,11%,24%,3,12%,i,-2%,
Cc1ccccc1-n1c(SC(C)C(N)=O)nnc1-c1cccnc1 (stereo unspecified),-10%,-28%,15,3%,3%,4,-10%,i,2%,
Cc1cccc(OCc2nnc(SCC(=O)Nc3ccc(C)c(Cl)c3)o2)c1,12%,14%,0,x,4%,9,8%,i,-12%,
CCOC(=O)N1CCN(C(=O)CSc2ncnc3ccccc23)CC1,x,17%,0,0%,16%,11,17%,i,-7%,PMK inhibit pilot replicates=2.0;MK inhibit pilot replicates=2.5;Spn DPM-DC inh pilot screen %=0.0
COc1ccc(C2=NO[C@@H]3C(=O)N(c4ccc(C)cc4C)C(=O)[C@H]23)cc1OC,16%,-24%,9,x,-23%,10,5%,i,4%,
O=C(O)CC(c1ccc(Cl)cc1)N1C(=O)CCC1=O (stereo unspecified),6%,6%,13,x,-3%,4,4%,i,9%,
CCOC(=O)c1ccc(NC(=O)C2CCCN(S(=O)(=O)c3cnc[nH]3)C2)cc1 (stereo unspecified),-5%,3%,4,-5%,8%,13,9%,i,0%,
CC(C)(C)NC(=O)Nc1ccc2nccnc2c1,5%,-18%,8,-2%,-13%,7,2%,x,-6%,
Nc1nnc(SCCN2C(=O)c3ccccc3S2(=O)=O)s1,-1%,6%,15,11%,0%,8,-2%,i,-1%,
COc1ccc(OC)c(S(=O)(=O)N2CCC(C(=O)NC(C)c3ccccc3)CC2)c1 (stereo unspecified),-4%,-12%,4,4%,-5%,5,-10%,i,-5%,
O=S(=O)(Nc1nc2ccccc2[nH]1)c1ccc(Cl)cc1,4%,-8%,6,x,4%,0,14%,i,-12%,
CCCOc1ccc(N2CC(C(=O)Nc3ccc4c(c3)OCO4)CC2=O)cc1 (stereo unspecified),2%,6%,3,10%,1%,8,19%,i,-8%,PMK inhibit pilot replicates=0.5;MK inhibit pilot replicates=0.0;Spn DPM-DC inh pilot screen %=0.0
CN1C(=O)CC(N2CCN(C(=O)CN3CCCC3)CC2)C1=O (stereo unspecified),-3%,-19%,6,x,-10%,8,-1%,i,-7%,
COc1ccc(-c2nc(CSCC(=O)NCc3ccco3)c(C)o2)cc1,-2%,-4%,24,x,-6%,3,9%,i,0%,
CCN(CC)c1ccc(NC(=O)c2cc3ccccc3o2)c(C)c1,2%,-6%,3,17%,-12%,6,23%,i,-10%,
Cc1nc2cc(NC(=O)N3c4ccccc4CC3C)ccc2o1 (stereo unspecified),15%,-1%,7,x,0%,9,15%,i,5%,PMK inhibit pilot replicates=0.5;MK inhibit pilot replicates=0.5;Spn DPM-DC inh pilot screen %=1.5
COc1cccc(NC(=O)COC(=O)c2cccnc2)c1,2%,-9%,0,9%,-3%,0,14%,i,-9%,PMK inhibit pilot replicates=4.5;MK inhibit pilot replicates=1.0;Spn DPM-DC inh pilot screen %=1.5
O=C(O)c1ccc2c(c1)C(=O)N(Cc1ccccc1)C2=O,-2%,4%,1,7%,-2%,8,10%,i,-7%,
COc1cc(OC)c(OC)cc1CNc1cc(C)ccc1OC,-2%,9%,0,8%,10%,9,11%,i,-4%,
O=C(CSc1nnc(-c2cccs2)o1)c1cccs1,25%,-1%,13,-3%,9%,0,11%,i,-10%,
CN(C)S(=O)(=O)NC(c1ccccc1)c1ccccc1,-11%,12%,14,10%,-14%,12,8%,i,-3%,PMK inhibit pilot replicates=6.5;MK inhibit pilot replicates=0.0;Spn DPM-DC inh pilot screen %=1.0
CCCn1c(NCc2cccc(OC)c2OC)nc2ccccc21,2%,7%,0,-4%,4%,4,-1%,i,0%,
CSC1CCCCC1(O)CSc1nc2c(cc1C#N)CCCC2 (stereo unspecified),2%,8%,7,8%,6%,9,16%,i,-1%,PMK inhibit pilot replicates=1.0;MK inhibit pilot replicates=0.0;Spn DPM-DC inh pilot screen %=0.0
Cc1nn(CC(=O)Nc2nnc(CC(=O)N3CCCC3)s2)c(=O)c2ccccc12,2%,-2%,2,4%,2%,11,8%,i,0%,
CCOCCOC(=O)C(C)Sc1n[nH]c(=O)[nH]c1=O (stereo unspecified),-2%,-9%,0,5%,-10%,11,1%,i,6%,
CCCC(c1nnnn1CC(=O)OCC)N(Cc1cc2c(C)cc(C)cc2[nH]c1=O)C1CCCC1 (stereo unspecified),-1%,11%,10,1%,18%,16,8%,i,-9%,
Cc1cc(=O)[nH]c(Nc2c(C)n(C)n(-c3ccccc3)c2=O)n1,-6%,-4%,2,0%,-18%,1,4%,i,1%,
O=C(Cc1ccc(F)cc1)Nc1c2c(nn1-c1cccc(Cl)c1)CS(=O)C2 (stereo unspecified),-2%,0%,17,5%,2%,4,14%,i,-6%,
CC(C)N1C(=O)CCC1C(=O)N1CCC(Cc2ccccc2)CC1 (stereo unspecified),-9%,-1%,6,26%,-7%,7,2%,i,-2%,
Cc1cccc(N2CCN(S(=O)(=O)c3ccc4c(c3)n(C)c(=O)c(=O)n4C)CC2C)c1 (stereo unspecified),-10%,-5%,8,13%,-2%,13,5%,i,-8%,
Cc1nc2ccc(NC(=O)c3ccc(S(=O)(=O)N4CCOCC4)cc3)cc2s1,x,4%,1,-3%,-1%,2,6%,i,5%,
CS(=O)(=O)Nc1ccc2c3c(cccc13)CC2,10%,6%,0,-21%,5%,3,8%,i,7%,
Cc1ccc(S(=O)(=O)NCCCNS(C)(=O)=O)cc1,-1%,-2%,7,9%,0%,17,6%,i,-6%,
Clc1ccc(-c2noc(COc3ccccc3)n2)cc1,-6%,8%,0,4%,-2%,6,4%,i,-6%,
O=C(Nc1ccc2oc(-c3ccccc3)nc2c1)c1ccncc1,4%,x,6,11%,x,7,14%,i,-5%,
O=C(CSc1nnc(CNc2ccccc2)o1)N1CCCc2ccccc21,-8%,-1%,15,11%,5%,5,10%,i,5%,
CCOC(=O)C1CCCN(C(=O)C2CCCN(S(=O)(=O)c3ccc4c(c3)oc(=O)n4C)C2)C1 (stereo unspecified),-5%,-3%,1,10%,-15%,9,1%,i,6%,
CCOC(=O)c1cnn2c(C(F)(F)F)cc(-c3cn(C)nc3C)nc12,8%,-16%,8,x,-1%,13,-2%,x,-4%,

# The final 2 records of the part above lead into the next:
SMILES,HT1080 cytotoxicity,KRASV12 cytotoxicity,PMK inhibit,LYP phosphatase,HPDE-C7 viability,MK inhibit,TNAP inhibition,Spn DPM-DC inh,Bfl-1 displacement,others
CCOC(=O)C1CCCN(C(=O)C2CCCN(S(=O)(=O)c3ccc4c(c3)oc(=O)n4C)C2)C1 (stereo unspecified),-5%,-3%,1,10%,-15%,9,1%,i,6%,
CCOC(=O)c1cnn2c(C(F)(F)F)cc(-c3cn(C)nc3C)nc12,8%,-16%,8,x,-1%,13,-2%,x,-4%,
O=C(c1ccc(-c2ccccc2)cc1)N1CCC(C(=O)N2CCCC2)CC1,8%,2%,3,-2%,-12%,11,15%,i,-4%,PMK inhibit pilot replicates=2.0;MK inhibit pilot replicates=0.0;Spn DPM-DC inh pilot screen %=0.0
CN(C)c1ccc(/C=c2\sc3nc(-c4ccccc4)nn3c2=O)cc1,-8%,-8%,18,4%,-22%,1,9%,i,-22%,
COc1cc(N2C(=O)CSC23C(=O)Nc2ccccc23)cc(OC)c1OC (stereo unspecified),2%,-11%,4,7%,6%,6,19%,i,-2%,PMK inhibit pilot replicates=0.5;MK inhibit pilot replicates=1.0;Spn DPM-DC inh pilot screen %=1.5
COc1ccc(C)cc1S(=O)(=O)N(C)CC(=O)Nc1ccc2c(c1)OCCO2,-1%,6%,11,x,1%,6,15%,i,-5%,PMK inhibit pilot replicates=0.0;MK inhibit pilot replicates=0.0;Spn DPM-DC inh pilot screen %=0.0
CC1(C)CC(=O)C=C(NCCCNC2CCCCC2)C1,-1%,x,16,x,x,2,10%,i,-6%,
CN(C)c1cc(N)c2ccccc2n1 (tested in a mixture with another compound),17%,10%,3,10%,-4%,7,6%,i,-2%,
Clc1ccc(-n2ncc3c(NCC4CCCO4)ncnc32)cc1 (stereo unspecified),12%,-1%,1,3%,27%,0,6%,i,9%,
COc1cccc(NC(=O)c2ccccc2-c2nc(-c3cccc(C)c3)no2)c1,11%,8%,0,-2%,25%,7,12%,i,-13%,
CC1(C)Cc2c(C#N)c(N3CCOCC3)nc(Cc3ccccc3)c2CO1,10%,40%,6,2%,47%,3,8%,x,0%,
Cc1sc2c(c1C)CN(C1CC(C)(C)NC(C)(C)C1)CN2C(=O)c1ccco1,-7%,-1%,13,9%,5%,0,4%,i,-1%,PMK inhibit pilot replicates=5.5;MK inhibit pilot replicates=0.5;Spn DPM-DC inh pilot screen %=1.0
CCCCn1c(NC(C)=O)c(C#N)c2nc3ccccc3nc21,24%,0%,15,15%,-2%,11,8%,x,-1%,
O=C(NC1CCCCC1)/C(=N\O)c1ccccn1,-10%,x,1,8%,x,5,7%,i,-5%,

# Of the compounds above, these contain an aryl thioether with sulfur outside any ring:
SMILES,HT1080 cytotoxicity,KRASV12 cytotoxicity,PMK inhibit,LYP phosphatase,HPDE-C7 viability,MK inhibit,TNAP inhibition,Spn DPM-DC inh,Bfl-1 displacement,others
COc1ccccc1-n1cnnc1SCC(=O)N1CCN(S(=O)(=O)c2ccccc2)CC1,-10%,5%,16,x,2%,0,12%,i,-9%,
CSc1ccc(S(=O)(=O)Nc2ccc(F)cc2)cc1,6%,12%,4,11%,24%,3,12%,i,-2%,
Cc1ccccc1-n1c(SC(C)C(N)=O)nnc1-c1cccnc1 (stereo unspecified),-10%,-28%,15,3%,3%,4,-10%,i,2%,
Cc1cccc(OCc2nnc(SCC(=O)Nc3ccc(C)c(Cl)c3)o2)c1,12%,14%,0,x,4%,9,8%,i,-12%,
CCOC(=O)N1CCN(C(=O)CSc2ncnc3ccccc23)CC1,x,17%,0,0%,16%,11,17%,i,-7%,PMK inhibit pilot replicates=2.0;MK inhibit pilot replicates=2.5;Spn DPM-DC inh pilot screen %=0.0
Nc1nnc(SCCN2C(=O)c3ccccc3S2(=O)=O)s1,-1%,6%,15,11%,0%,8,-2%,i,-1%,
O=C(CSc1nnc(-c2cccs2)o1)c1cccs1,25%,-1%,13,-3%,9%,0,11%,i,-10%,
CSC1CCCCC1(O)CSc1nc2c(cc1C#N)CCCC2 (stereo unspecified),2%,8%,7,8%,6%,9,16%,i,-1%,PMK inhibit pilot replicates=1.0;MK inhibit pilot replicates=0.0;Spn DPM-DC inh pilot screen %=0.0
CCOCCOC(=O)C(C)Sc1n[nH]c(=O)[nH]c1=O (stereo unspecified),-2%,-9%,0,5%,-10%,11,1%,i,6%,
O=C(CSc1nnc(CNc2ccccc2)o1)N1CCCc2ccccc21,-8%,-1%,15,11%,5%,5,10%,i,5%,
